# Screening results from PubChem.
# Lipid storage S3 – qHTS Assay for Lipid Storage Modulators in Drosophila S3 Cells. Drosophila S3 cells, BODIPY lipid droplet fluorescence, 18-24 h; cells fed with added oleic acid. lipid storage change, negative = inhibition, % at the top dose, mostly 46.1 µM; hits show Potency in µM. 320,000 compounds, 0.64% hits. AID 2685; active = well fitted inhibition curve with a large enough effect in the signal ratio, with a control signal flat, not every such curve was filed as active; inconclusive = small, poorly fitted or top-dose-only effect, or effect the other way, or a change in a side signal; the % refers to the signal ratio
#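 Drosophila S3 cells got compounds at several concentrations plus oleic acid (400 uM solution). Laser-scanning cytometry with 488 nm excitation read lipid droplets at 500-530 nm and cells at 575-640 nm. Percent activity was relative to 20 uM Triacsin C.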
# Lipid storage S3 cell count max – recorded beside Lipid storage S3, whose call it bears; cell number change, %; measured here: cell count max response;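 cells counted by Cell Tracker Red CMTPX staining in the red channel; peak over a dose series mostly up to 46.1 µM; percent activity relative to internal control wells on each plate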
# * = called active by the depositor; i = inactive; u = inconclusive; x = not tested or not shown. % is scaled to controls: 0 for no effect and ±100 for the full control effect; potency is read from the fitted curve at half-maximal effect. Some of the compounds tested (hit frequency here may not be typical).
Lipid storage S3	Lipid storage S3 cell count max	Molecule
-3%	22	CCN(CC)CCNC(=O)c1ccc(NC(=O)/C=C/c2cc(OC)c(OC)c(OC)c2)cc1
u	x	COc1ccc(Nc2nc(NN)nc(Nc3ccc(OC)cc3)n2)cc1
i	-19	CCOc1ccc(S(=O)(=O)NCCC(=O)Nc2ncccc2C)cc1
u	x	CCOC(=O)C1=Nc2ccccc2C1=[N+]=[N-]
u	x	O=C(Nc1ccnn1C1CCN(C/C=C/c2ccccc2)CC1)c1ccccc1
u	x	Cc1ccc(S(=O)(=O)NCCNC(=O)c2ccccc2)cc1
u	x	CCOc1ccccc1OCCCCOc1ccccc1F
u	x	CC(=O)Nc1ccc(NC(=O)c2ccc(COc3ccc(C)cc3)o2)cc1
u	x	Cc1cc(C)nc(N(C#N)CCOc2ccccc2)n1
5%	8	COc1ccc(/C=C2\SC(=S)N(CCC(=O)Nc3cccc(C(=O)O)c3)C2=O)cc1
u	x	Cc1ccc(C(=O)NCCc2csc(-c3cccnc3)n2)cc1
-9%	-10	Cc1cc(C)nc(NS(=O)(=O)c2ccc(NC(=O)CSc3nc(-c4ccccc4)c(C#N)c(=O)[nH]3)cc2)n1
i	-2	N#Cc1c(SCC(=O)Nc2ccccc2C(F)(F)F)sc2c(O)cc(=O)[nH]c12
12%	1	Cc1c(C(c2cccc(O)c2)c2c(C)n(C)n(-c3ccccc3)c2=O)c(=O)n(-c2ccccc2)n1C
u	x	CCCC(=O)Nc1ccc(S(=O)(=O)Nc2cc(OC)nc(OC)n2)cc1
i	-26	CCCCN(CC)C(=O)c1cc2cc3ccc(OC)cc3nc2o1
-2%	9	COC(=O)[C@H](CCSC)NC(=O)c1cccnc1SC
u	x	O=C(NCC(=O)N(c1cccnc1)C(C(=O)NC1CCCC1)c1ccc(F)cc1)c1ccco1 (configuration not stated)
u	x	COc1ccc(C(=O)Nc2ccc(S(=O)(=O)NC(C)C)cc2)cc1
7%	-14	Cn1cc(CCNC(=O)CCc2nnc(CCCCc3ccccc3)o2)cn1

# Exported with tabs: part of the list above
SMILES	Lipid storage S3	Lipid storage S3 cell count max
COC(=O)[C@H](CCSC)NC(=O)c1cccnc1SC	-2%	9
O=C(NCC(=O)N(c1cccnc1)C(C(=O)NC1CCCC1)c1ccc(F)cc1)c1ccco1 (configuration not stated)	u	x
COc1ccc(C(=O)Nc2ccc(S(=O)(=O)NC(C)C)cc2)cc1	u	x

# Remaining list, next part
Lipid storage S3	Lipid storage S3 cell count max	Molecule
u	x	O=C(CSc1nnc(C2CC2)n1-c1ccccc1)NCCc1ccc(F)cc1
7%	7	O=C(Cn1nnc(-c2ccc(CN3CCOCC3)cc2)n1)N1CCCc2ccccc21
i	-4	Cc1cc(NC(=O)C2CC(=O)N(c3ccccc3Cl)C2)no1 (configuration not stated)
u	x	O=C(N/N=C/c1ccc(C(F)(F)F)cc1)c1ccncc1
7%	10	COc1ccc(C(=O)Nc2c(Cl)cc(Cl)cc2C(=O)NCCN2CCOCC2)cc1
12%	x	Cn1ccsc1=NC(=O)c1cc(S(=O)(=O)N2CCOCC2)ccc1Cl
1%	-3	O=C(Nc1nnc(-c2ccc(Cl)cc2)o1)C1CCCCC1
u	x	COC(=O)c1c(NC(=O)c2ccccc2)sc2c1CC(C)(C)OC2
u	x	O=C(CN1CCN(S(=O)(=O)c2ccccc2)CC1)NC(=O)NCc1ccco1
4%	15	O=C(c1cccnc1)N1N=C(C2CCCCC2)CC1(O)C(F)(F)F (configuration not stated)
25%	-1	Cc1ccc(S(=O)(=O)Nc2ccc3c(c2)ncn3C(C)(C)C)cc1
i	8	Cc1ccc(NC(=O)CN(C)S(=O)(=O)c2ccc3c(c2)c(=O)n(C)c(=O)n3C)cc1
-16%	x	CC1=CC(=O)C=CC1(C)C(Cl)(Cl)Cl (configuration not stated)
20%	x	C[C@H](NC(=O)c1ccc2ccccc2c1)C(=O)N1CCC2(CC1)NCCc1[nH]cnc12
u	x	CCN(Cc1ccccc1)C(=O)C(=O)c1cn(CC(=O)N2CCCC2)c2ccccc12
i	-10	O=C(NCc1ccc(F)cc1)C1CCCN(S(=O)(=O)c2ccc(Br)s2)C1 (configuration not stated)
i	x	CC(C)(C)c1nnc2sc(SCC(=O)c3ccccc3)nn2c1=O
u	x	O=C(CCNC(=O)c1ccccc1Cl)Nc1nnc(C2CC2)s1
u	x	O=C(c1ccc2c(c1)N(Cc1ccc(F)cc1)CCS2)N1CCOCC1
u	x	O=C(CCl)Nc1cccc2ncccc12

# Four compounds from above, ordered by the number in Lipid storage S3, highest first:
SMILES	Lipid storage S3	Lipid storage S3 cell count max
Cn1ccsc1=NC(=O)c1cc(S(=O)(=O)N2CCOCC2)ccc1Cl	12%	x
COc1ccc(/C=C2\SC(=S)N(CCC(=O)Nc3cccc(C(=O)O)c3)C2=O)cc1	5%	8
O=C(c1cccnc1)N1N=C(C2CCCCC2)CC1(O)C(F)(F)F (configuration not stated)	4%	15
Cc1cc(C)nc(NS(=O)(=O)c2ccc(NC(=O)CSc3nc(-c4ccccc4)c(C#N)c(=O)[nH]3)cc2)n1	-9%	-10

# The results go on:
Lipid storage S3	Lipid storage S3 cell count max	Molecule
u	x	NC(=O)CC(NC(=O)c1ccccc1)c1ccc(N2CCC(Cc3ccccc3)CC2)c([N+](=O)[O-])c1 (configuration not stated)
u	x	CCOc1cc(/C=N/O)ccc1OCc1ccccc1F
u	x	Cn1c(O)c(N=Nc2ccc(F)cc2)c2ccccc21
9%	11	Cc1ccc(S(=O)(=O)NCCc2nnc3ccc(SCC(=O)Nc4nc(C)cs4)nn23)cc1
u	x	O=C(O)CCN(Cc1ccccc1)S(=O)(=O)c1c(Cl)cccc1Cl
u	x	CC1=C(C(=O)Nc2cc(C)ccc2C)C(c2cccs2)NC(=S)N1 (configuration not stated)
-16%	10	CC(C)(C)c1cc(CCC(=O)NCc2ccncc2)cc(C(C)(C)C)c1O
9%	-3	O=C(N/N=C/C(Cl)=C\c1ccccc1)c1ccco1
-14%	-3	CCOc1ccc(NC(=O)CN(C)C(=O)c2ccccc2OCc2c(C)noc2C)cc1OCC
u	x	S=c1nccc(-c2cccs2)[nH]1
u	x	CCOc1nc2ccccc2nc1C
u	x	COc1ccc(-c2cc(=O)oc3cc(OCC(=O)N(C)C)ccc23)cc1
i	2	COc1cc(/C=C2\SC(N3CCCCC3)=NC2=O)cc(OC)c1OC
u	x	CCC(=O)N(Cc1cc2cc(OC)ccc2[nH]c1=O)c1ccccc1C
7%	-3	O=S(=O)(c1ccccc1)N1CCN=C1SCc1ccc(Cl)cc1
-12%	-1	CCCCC1=CC2=CC(=O)C(C)(OC(=O)CCc3ccccc3)C(=O)C2=CO1 (configuration not stated)
u	x	Cc1ccc(N(CCC#N)C(=O)CSc2nc3ccccc3c(=O)[nH]2)cc1
u	x	Cc1cccc(C)c1NC(=O)CNC(=O)c1ccc2ccccc2n1
13%	x	CC(C)N(C(=O)Cn1cc(SCC(=O)N2CCCC2)c2ccccc21)C(C)C
-19%	-11	COc1ccc2cc(C(N)=O)/c(=N\NC(=O)c3ccccc3)oc2c1

# Of the compounds above, six have an NH in an aromatic ring.
Lipid storage S3	Lipid storage S3 cell count max	Molecule
-9%	-10	Cc1cc(C)nc(NS(=O)(=O)c2ccc(NC(=O)CSc3nc(-c4ccccc4)c(C#N)c(=O)[nH]3)cc2)n1
i	-2	N#Cc1c(SCC(=O)Nc2ccccc2C(F)(F)F)sc2c(O)cc(=O)[nH]c12
20%	x	C[C@H](NC(=O)c1ccc2ccccc2c1)C(=O)N1CCC2(CC1)NCCc1[nH]cnc12
u	x	S=c1nccc(-c2cccs2)[nH]1
u	x	CCC(=O)N(Cc1cc2cc(OC)ccc2[nH]c1=O)c1ccccc1C
u	x	Cc1ccc(N(CCC#N)C(=O)CSc2nc3ccccc3c(=O)[nH]2)cc1

# The list goes on:
Lipid storage S3	Lipid storage S3 cell count max	Molecule
u	x	O=C(NN1CCOCC1)C12CC3CC(CC(C3)C1)C2
u	x	CCc1cc(=O)oc2c(C)c(OC(C)C(=O)NCCCn3ccnc3)ccc12 (configuration not stated)
u	x	CN1C(=O)C2(Oc3ccccc3C3CC(c4ccccc4)=NN32)c2ccccc21 (configuration not stated)
16%	14	O=C(Nc1nnc(Cc2ccc(Cl)cc2)s1)c1cccnc1
27%	x	c1ccc(-c2nc3c4ccccc4ccn3c2CN2CCCCC2)cc1
u	x	Cc1nc(NNC(=O)c2ccc([N+](=O)[O-])cc2)cc(-c2ccccc2)n1
u	x	CCCCOc1ccc(CSc2nnc(C)n2N)cc1[N+](=O)[O-]
u	x	COCCN1Cc2cccc(C(=O)Nc3cccc(C)c3C)c2C1=O
u	x	CCOC(=O)c1[nH]c2ccc(OC)cc2c1NS(=O)(=O)c1ccc(Cl)s1
6%	1	O=C1OCC2OC(O)C(O)C(O)C2OC(=O)c2cc(O)c(O)c(O)c2-c2c(O)c(O)c3oc(=O)c4c(c(O)c(O)c5oc(=O)c2c3c54)-c2c1cc(O)c(O)c2O (configuration not stated)
u	x	N#C/C(=C\C=C\c1ccccc1[N+](=O)[O-])c1nc(-c2ccc3c(c2)OCO3)cs1
u	x	O=S(=O)(c1ccc(=S)[nH]c1)N1CCCCC1
i	7	O=C(Nc1cccc2cccnc12)c1ccc(Br)cc1Br
1%	-10	O=C(O)C1CCCCC1C(=O)Nc1cc(C(F)(F)F)ccc1Cl (configuration not stated)
u	x	O=C(O)C1CCCCC1C(=O)NCCc1c[nH]c2ccccc12 (configuration not stated)
u	x	COc1ccc(C(=O)N2CCNC(=O)C2CC(=O)Nc2ccc(C)cc2)cc1 (configuration not stated)
u	x	O=C(c1c(F)cccc1F)N(Cc1ccccn1)C1CC1
-10%	5	CC(=O)Nc1cc(NC(=O)CCCC(=O)O)ccc1Cl
12%	6	COc1cccc(CCc2nnc(N)s2)c1
u	x	CCc1ccc2oc(C(=O)NCC(c3ccc(OC)cc3)N3CCCCC3)c(C)c2c1 (configuration not stated)

Lipid storage S3	Lipid storage S3 cell count max	Molecule
27%	0	COC(=O)c1c(NC(=O)CSc2nnnn2-c2ccc3c(c2)OCO3)sc(C)c1C
u	x	CC(NC(=O)c1ccco1)C(=O)OCc1cccc(Cl)c1 (configuration not stated)
u	x	Oc1ccc(-c2nc3ccccc3s2)c(O)c1
5%	-12	COc1cc(C(=O)NCC(=O)OCC(=O)N2CCc3ccccc32)cc(OC)c1OC
-1%	18	CCCCC(=O)Nc1c(-c2ccc(OC)c(OC)c2)c(=O)c2ccccc2n1C
16%	16	CC12CN3CC(C)(CN(C1)C3c1c[nH]c3ccccc13)C2=O (configuration not stated)
12%	5	Clc1ccc(-c2ccc(C=Nc3ccc(N4CCOCC4)cc3)o2)cc1
u	x	O=C(CCN1CCOCC1)NNC(=O)Nc1cccc(Cl)c1
u	x	COC(=O)C1=C(C)NC(C)=C(C(=O)OC)C1C(=O)OCC(=O)c1ccc(Br)cc1
-19%	x	CCn1c(CC(=O)Nc2ccccc2C)nnc1SCC(=O)NC1=NCCS1
u	x	Cc1occc1C(=O)NN1C(=O)C2C3CCC(O3)C2C1=O (configuration not stated)
-12%	0	NC(=O)CC(NC(=O)c1ccc(Br)cc1)c1ccc(NC2CCCCC2)c([N+](=O)[O-])c1 (configuration not stated)
u	x	CC(=O)Nc1ccc(S(=O)(=O)N2CCN=C2SCc2cccc(C)c2)cc1
-22%	-9	N#C/C(=C\c1cn[nH]c1-c1ccccc1)C(=O)NC1CCCCCC1
2%	-6	COc1cc(C(=O)NCc2cc(C)nc3ccccc23)cc(OC)c1OC
u	x	O=C(Nc1ccc(O)c(-c2nc3ccccc3s2)c1)c1cccs1
-11%	-19	Cc1c(C(=O)N2CCCc3ccccc32)oc2ccccc12
u	x	CC1CCCCC1NS(=O)(=O)c1ccc2c(c1)CC(=O)N2C (configuration not stated)
u	x	O=C(NCc1ccccn1)c1cc2c(ccc3ccccc32)oc1=O
u	x	O=C1NC2(CCCCO2)CO1 (configuration not stated)

Lipid storage S3	Lipid storage S3 cell count max	Molecule
u	x	CCOC(=O)c1c(O)c2ccccc2n(C)c1=O
-6%	-7	CC(C(=O)Nc1ncn[nH]1)N1C(=O)c2ccccc2C1=O (configuration not stated)
i	8	Cc1cc2ncn(-c3ncnc4sc5c(c34)CCCC5)c2cc1C
23%	-4	C=CCOc1cccc(/C=N/NC(=O)C(=O)NCc2ccco2)c1
-26%	8	C/C(=N\OC(=O)NC(C)C)c1sc(-c2ccc(Cl)cc2)nc1C
8%	9	O=C(CCc1ccccc1)NNC(=O)Cc1ccc(Cl)cc1
-4%	-13	CSc1ccc(/C=N\NC(=O)CC(=O)NC(C)C)cc1
u	x	CCC1C(=O)N=C(SCC(=O)Nc2ccc(Br)cn2)NC1=O (configuration not stated)
-7%	2	O=C(CCCl)Nc1ccc(S(=O)(=O)NCc2ccco2)cc1
u	x	COc1cc(C2/C(=C(\O)c3ccc4c(c3)CC(C)O4)C(=O)C(=O)N2Cc2ccco2)ccc1O (configuration not stated)
4%	-11	Cc1ccc(NC(=O)Cc2c(C(=O)O)n(C)c3ccccc23)cc1F
u	x	COn1c(SCC(=O)N(C)C)nc2ccccc2c1=O
u	x	O=S(=O)(c1ccc2nc(Nc3ccccc3)ccc2c1)N1CCCCC1
1%	0	N#Cc1c(NC(=O)c2cccc(S(=O)(=O)Nc3ccc(C(=O)O)cc3)c2)sc2c1CCCC2
u	x	O=[N+]([O-])c1ccccc1OCCCn1cnc2ccccc21
u	x	CCCCNC(=O)NNC(=O)c1cc(C)on1
u	x	COc1ccc2c(CC(=O)OCC(=O)Nc3ccc(C)cc3)coc2c1
4%	7	O=C(O)/C=C/C(=O)Nc1ccc(Cl)cc1C(=O)c1ccccc1
u	x	CCN(CC)CCCC1(CN)OCCc2ccccc21 (configuration not stated)
12%	11	CC(=O)Nc1ccc(S(=O)(=O)NCCC(=O)Nc2cc(C)ccn2)cc1
